RBX1-CUL1 inh – inhibitors of human ROC1-CUL1 ubiquitin ligase activity | P62877+Q13616 | in vitro K48 di-Ub FRET, acceptor:donor ratio, 45 min | inhibition, % at 10 µM | actives 0.6% (n = 140,000) | AID 1347404; in the data active = inhibition above about 25%
Target sequence (P62877 whole entry, looked up): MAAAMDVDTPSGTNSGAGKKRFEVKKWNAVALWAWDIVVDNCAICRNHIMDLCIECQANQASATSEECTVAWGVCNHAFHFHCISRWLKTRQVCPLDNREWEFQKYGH
Target sequence (Q13616 whole entry, looked up): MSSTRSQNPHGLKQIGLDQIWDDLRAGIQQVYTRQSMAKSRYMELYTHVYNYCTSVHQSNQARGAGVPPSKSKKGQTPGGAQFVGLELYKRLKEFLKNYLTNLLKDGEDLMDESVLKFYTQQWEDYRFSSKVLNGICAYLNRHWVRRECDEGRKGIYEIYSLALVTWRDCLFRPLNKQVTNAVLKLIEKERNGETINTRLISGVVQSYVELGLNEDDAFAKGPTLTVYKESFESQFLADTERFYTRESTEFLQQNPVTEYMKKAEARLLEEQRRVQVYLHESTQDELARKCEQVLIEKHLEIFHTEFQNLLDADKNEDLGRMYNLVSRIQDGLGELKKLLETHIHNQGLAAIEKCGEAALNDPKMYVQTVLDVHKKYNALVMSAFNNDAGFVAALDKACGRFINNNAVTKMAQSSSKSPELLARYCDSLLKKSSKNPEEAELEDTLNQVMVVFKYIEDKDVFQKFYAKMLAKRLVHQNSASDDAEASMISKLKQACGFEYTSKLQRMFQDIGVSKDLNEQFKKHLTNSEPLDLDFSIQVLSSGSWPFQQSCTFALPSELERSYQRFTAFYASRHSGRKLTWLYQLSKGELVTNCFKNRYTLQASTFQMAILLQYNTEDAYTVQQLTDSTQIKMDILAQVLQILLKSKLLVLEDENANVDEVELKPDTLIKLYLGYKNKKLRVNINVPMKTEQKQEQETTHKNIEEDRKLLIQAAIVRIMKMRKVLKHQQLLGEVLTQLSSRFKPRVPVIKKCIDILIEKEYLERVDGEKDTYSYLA
An asterisk follows results filed as active.

RBX1-CUL1 inh | canonical_smiles
13 | COc1cc(/C=N/NC(=O)CSc2ccccc2)cc(Br)c1O
-2 | COc1ccc(/C=C(\C#N)c2nc(-c3ccc(Cl)cc3Cl)cs2)cc1
-1 | O=C(Cc1ccccc1)N/N=C/c1cc(Br)cc(Cl)c1O
3 | CCc1noc(C)c1C(=O)NCc1ccc(Cl)cc1
-9 | Cc1cc(NC(=O)N2CCC(CN3CCOCC3)CC2)ccc1Br
5 | CN(C)CCOC(c1ccc(F)cc1)c1ccc(Br)cc1 (configuration not stated)
0 | O=C(O)CCC(NC(=O)c1ccc(Cl)cc1)C(=O)O (configuration not stated)
-3 | CC1=NN(C(=O)c2c(Br)cnn2C)C(O)(C(F)(F)F)C1 (configuration not stated)

Additional records follow:
RBX1-CUL1 inh | canonical_smiles
1 | CN1C(=O)COc2ccc(S(=O)(=O)N3CCN(Cc4ccccc4)CC3)cc21
-2 | Cc1nc(NC(N)=NC(=S)Nc2ccccc2)nc2ccccc12
3 | Cc1c(C(=O)N(C)C)c2cc(Cl)ccc2n1O
5 | Cc1sc2nc(-c3cccs3)oc(=O)c2c1C
-1 | CCOC(=O)c1sc2ccccc2c1S(=O)(=O)NCc1ccc(F)cc1
2 | O=C(CSc1nccn1C1CCCC1)Nc1ccccc1
12 | CC(=O)N(c1ccccc1)N1C(=O)CSC1=S
-7 | Brc1ccc(Br)c(-c2nn[nH]n2)c1

Following part:
RBX1-CUL1 inh | canonical_smiles
3 | Cc1cc(C)nc(Sc2ncnc3sc(C)c(C)c23)n1
8 | Cc1cccc(N2CCN(S(=O)(=O)Cc3cccc(Cl)c3)CC2)c1C
1 | Cc1cc(CC2=NC(=O)N(Cc3ccccc3F)C2=O)c(C)n1-c1cccnc1
13 | COc1cc(OC)c(NC(=O)c2sc3nc4n(c(=O)c3c2C)CCCC4)cc1Cl
-5 | COc1cccc(OC)c1CN1CCN(C2CCCC2)C(CCO)C1 (configuration not stated)
20 | COc1ccc(N2CCC(=O)NC2=O)cc1OC
-8 | Cc1ccc(N(Cc2ccc(C(=O)Nc3ccc(S(=O)(=O)N4CCCCC4)cc3)cc2)S(C)(=O)=O)cc1C
5 | CCOC(=O)c1ccc(N=C2S/C(=C\c3ccc(C)s3)C(=O)N2C)cc1

Next entries follow.
RBX1-CUL1 inh | canonical_smiles
-4 | S=c1[nH]nc(-c2cccc(Br)c2)n1/N=C/c1ccc(Cl)cc1
-1 | N#Cc1c(OCC(=O)c2ccc(Br)cc2)nc2c(c1-c1cccs1)CCCC2
3 | CCCCNCc1ccc(OCC(=O)NC(C)(C)C)c(OC)c1
4 | CCOC(=O)c1c(C)[nH]c(C)c1S(=O)(=O)NCC(=O)Nc1ccc(C)c(N(C)C)c1
-4 | O=C(Nc1ccc(Cl)c([N+](=O)[O-])c1)c1ccc(Cl)cc1[N+](=O)[O-]
-1 | CCOC(=O)c1oc2ccc(S(=O)(=O)n3nc(-c4ccc(Br)cc4)cc3N)cc2c1C
-1 | Nc1c(C(=O)Nc2cccc(Br)c2)sc2nc3c(cc12)CCCCCC3
-1 | Cc1nnc(SCC(=O)c2ccc(-c3ccccc3)cc2)n1N

(cont.)
RBX1-CUL1 inh | canonical_smiles
1 | O=C(C1CCOCC1)N1CCCC(CCc2ccc(F)c(F)c2)C1 (configuration not stated)
2 | O=C(Cc1noc2ccccc12)Nc1ccc2ccccc2c1
9 | Cc1cc(-c2ccc(Nc3ccc([N+](=O)[O-])c4nonc34)c(C)c2)ccc1Nc1ccc([N+](=O)[O-])c2nonc12
0 | N#CC1C(=N)C(C#N)(C#N)[C@H](c2cccc(Br)c2)[C@H]2CN(C(=O)OCc3ccccc3)CC=C12 (some centres not stated)
-11 | CC(C)c1ccc(S(=O)(=O)N(C(=O)c2ccc(Cl)cc2)c2ccc(OC(=O)c3ccc(Cl)cc3)cc2)cc1
10 | COc1ccc(Cc2nc3ccc(C(=O)N(C)Cc4nnc(C)o4)cc3o2)cc1
2 | COc1ccccc1-n1cc(CNC(=O)CCC2(Cc3ccc(SC)cc3)CCC(=O)N2)cn1 (configuration not stated)
-11 | CN(C)CC/C=C1\c2ccccc2Sc2ccc(N3CCOCC3)cc21

Arranged by value in RBX1-CUL1 inh (high to low): some entries from above
compound | RBX1-CUL1 inh
CC(=O)N(c1ccccc1)N1C(=O)CSC1=S | 12
Cc1cc(-c2ccc(Nc3ccc([N+](=O)[O-])c4nonc34)c(C)c2)ccc1Nc1ccc([N+](=O)[O-])c2nonc12 | 9
Cc1sc2nc(-c3cccs3)oc(=O)c2c1C | 5
Cc1cc(C)nc(Sc2ncnc3sc(C)c(C)c23)n1 | 3

Carrying on.
RBX1-CUL1 inh | canonical_smiles
4 | CC(C)Sc1ncc(Cl)c(C(=O)Nc2ccc(S(=O)(=O)N3CCCCC3C)cc2)n1 (configuration not stated)
-11 | COc1cc(C(=O)Nc2cccc(Cl)c2Cl)ccc1OCc1ccccc1
1 | COC(=O)c1ccc(C(=O)Nc2ccc(N3CCOCC3)cc2)cc1
9 | O=c1oc2ccc(Br)cc2cc1C1=Nn2c(nc3ccccc3c2=O)SC1
-4 | Cc1ccc(Cn2c(C)c(CNCCCc3ccccc3)c(C(=O)O)c2C)cc1
11 | CCOC(=O)C1=Nc2ccccc2C1=Cc1c(O)n(-c2cccc3ccccc23)c(=O)[nH]c1=O
10 | CCOC(=O)c1c(C)oc2ccc(N(C(C)=O)S(=O)(=O)c3ccc(OC)cc3)cc12
-8 | Cc1occc1C(=O)N(C)C(Cc1ccccc1)C1CCN(C(=O)C2COc3ccccc3O2)CC1 (configuration not stated)

The list goes on.
RBX1-CUL1 inh | canonical_smiles
-2 | Cc1cccc2cc(-c3ccccn3)nc(N)c12
-6 | Fc1ccc(-c2cc(C(F)(F)F)nc(NCc3ccccc3)n2)cc1
5 | COc1ccc(OC2CCN(C(C)=O)CC2)c(C(=O)NCCc2c(C)n[nH]c2C)c1
-3 | CC(=O)C1=C(c2ccc(C)cc2)N(c2ccccc2)C(=O)CC1=O
7 | Cc1cc(=O)n(CC(=O)NC(C)c2ccccc2)c2c1c(C)nn2C (configuration not stated)
-10 | CCOC(=O)N1CCC(Nc2nncc(-c3ccc4ccccc4c3)n2)CC1
-6 | O=C(O)c1cn2cc(C(F)(F)F)cc(Cl)c2n1
0 | COCc1ccc(C(=O)N2CCCC(CCc3ccccc3C)C2)o1 (configuration not stated)

Further entries
RBX1-CUL1 inh | canonical_smiles
5 | Cn1c(-c2ccc3ccccc3n2)nc2cnccc21
9 | CCN(Cc1ccccc1)C(=O)CCS(=O)(=O)c1cc2c(cc1Cl)NC(=O)CO2
-1 | O=C(OCc1ccccc1)c1cccc(-c2nnc(-c3ccccc3)o2)c1
-1 | Nc1c(Cl)cc(C(O)CNC2c3ccccc3CCc3ccccc32)cc1Cl (configuration not stated)
-6 | O=C(Cn1cncn1)NC1CCCc2nc(-c3ccccc3)ncc21 (configuration not stated)
-2 | CCOC(=O)C1CCN(C(=O)c2ccccc2NC(=O)c2nsc3ccccc23)CC1
5 | O=C(NCCCCc1ccccc1)c1nn(-c2ccccc2)nc1CO
-5 | Cc1ccc(C2C3=C(N=c4s/c(=C/c5ccc(Cl)cc5)c(=O)n42)c2ccccc2CC3)cc1 (configuration not stated)

Additional compounds follow:
RBX1-CUL1 inh | canonical_smiles
-1 | CCn1c(=S)[nH]c2scc(-c3ccc(F)cc3)c2c1=O
-13 | CCOc1ccc(CCNC(=O)CCc2c(C)nc3cc(-c4ccccc4OC)nn3c2C)cc1
-5 | O=C1C(Br)C[C@@H]2[C@H]1C1CCC2(Br)C12OCCO2 (some centres not stated)
9 | CCCN(CCC)CC(=O)Nc1sc2c(c1C(=O)OCC)CCC(C)C2 (configuration not stated)
-1 | Cc1onc(-c2ccccc2)c1C(=O)N/N=C/c1ccc(OC(=O)/C=C/c2ccco2)cc1
3 | COc1cc(CNc2ccc3[nH]c(=O)[nH]c3c2)cc(Cl)c1OCc1ccc(F)cc1
0 | Cc1ccc(Cl)cc1NC(=O)CCc1c(C)nc2c3cccnc3nn2c1C
7 | Cc1ccc(OCn2c(=O)sc3ccccc32)cc1C

Reprinted at random: five compounds from above
RBX1-CUL1 inh | canonical_smiles
7 | Cc1ccc(OCn2c(=O)sc3ccccc32)cc1C
0 | Cc1ccc(Cl)cc1NC(=O)CCc1c(C)nc2c3cccnc3nn2c1C
9 | CCCN(CCC)CC(=O)Nc1sc2c(c1C(=O)OCC)CCC(C)C2 (configuration not stated)
-1 | CCn1c(=S)[nH]c2scc(-c3ccc(F)cc3)c2c1=O
-1 | Cc1onc(-c2ccccc2)c1C(=O)N/N=C/c1ccc(OC(=O)/C=C/c2ccco2)cc1

Remaining list, next part
RBX1-CUL1 inh | canonical_smiles
1 | COc1cccc(N2C(=O)CN(Cc3c[nH]c4ccccc34)CC2C)c1 (configuration not stated)
-2 | OCCNCc1ccc(OCc2cccs2)cc1
-7 | CCOC(=O)CCNC(=O)N1CCN(S(=O)(=O)c2ccc3c(ccn3C)c2)CC1
-4 | Cc1cc(C)c(NS(=O)(=O)c2ccc(-c3cnc(C4CC4)o3)cc2)c(C)c1
-10 | CCOc1cc(C)c(Cl)cc1S(=O)(=O)n1ccnc1
-5 | CCCCCC1=NN(C(=O)c2cccc(OC)c2)C(O)(C(F)(F)F)C1 (configuration not stated)
4 | O=C(NCc1ccncc1)c1ccccc1Br
10 | C=CCn1c(SCC(=O)NCc2cccnc2)nc2sc3c(c2c1=O)CCCC3

The list continues.
RBX1-CUL1 inh | canonical_smiles
1 | COC(=O)c1c(-c2ccc(C)cc2)csc1NC(=O)c1ccc(OC)cc1
4 | O=C1/C(=C\c2ccc(Cl)cc2Cl)CCC/C1=C\c1ccc(Cl)cc1Cl
-11 | CSc1ccc(CCNC(=O)c2ccc3c(c2)nc2n3CCCCC2)cc1
-5 | COC(=O)c1c(NC(=O)Cc2ccccc2Cl)sc(C(N)=O)c1C
12 | O=c1[nH]c(=S)[nH]c(O)c1N=Nc1c(F)cccc1F
-12 | Cc1cc(C)c(NC(=O)CSc2nc3ccc(NC(=O)CSc4nc5ccc(N)cc5s4)cc3s2)c(C)c1
-1 | CCC(Oc1cc(C)c(Cl)c(C)c1)C(=O)N1CCOCC1 (configuration not stated)
0 | COc1ccc(CCNC(=O)c2c(C)oc3ncn(C)c(=O)c23)c(OC)c1

Next compounds:
RBX1-CUL1 inh | canonical_smiles
11 | COc1ccc(-c2csc(N3N=C(C)C(N=Nc4ccc(C(N)=O)cc4)C3=O)n2)cc1 (configuration not stated)
10 | COc1ccnc(Cn2ccc(-c3cccc(-c4nccn4C)c3)n2)c1
10 | COCCNC(=O)CCC1CCN(Cc2cccnc2)CC1
-2 | Cc1cccc(C)c1-n1ncc(C(=O)NCCN2CCN(C)CC2)c1C1CCN(C(=O)OC(C)(C)C)CC1
5 | CNS(=O)(=O)c1cn(CC(=O)N2CCN(c3ccc(C(C)=O)cc3)CC2)cc1S(=O)(=O)NC
2 | CSc1ccc(CCNC(=O)CCc2c(C)nc3c(c(C)nn3-c3ccc(C)c(C)c3)c2C)cc1
-4 | OC1CCCN(CCCNc2nncc(-c3cccc(Cl)c3)n2)C1 (configuration not stated)
2 | Cc1ccc(CNC(=O)CN(C)S(=O)(=O)c2ccc3c(c2)c(=O)n(C)c(=O)n3C)cc1

More entries follow:
RBX1-CUL1 inh | canonical_smiles
-4 | O=C(O)[C@@H]1Cc2[nH]cnc2C2(CCCCC2)N1
-2 | COc1cc(/C=C2\SC(=O)N(CC(=O)Nc3ccc(C)cc3)C2=O)ccc1OCc1cccc(C(=O)O)c1
4 | Fc1cccc(NCc2ccccc2-c2nnc(-c3ccccc3Cl)o2)c1
7 | CN(C)S(=O)(=O)N1CCC2(CC1)c1ccccc1[C@@H](n1ccnc1)[C@@H]2O
-4 | C/C(=N\NC(=O)c1cc(-c2ccc(C)o2)[nH]n1)c1ccc(Br)cc1
2 | COc1ccc([N+](=O)[O-])cc1NC(C)C
-6 | CC(c1nccs1)N(C)C(=O)c1coc(CN2CCN(c3ccccc3F)CC2)n1 (configuration not stated)
1 | Cn1c(SCC(=O)NCC(=O)c2ccccc2)nnc1-c1ccc(C(C)(C)C)cc1

Continuation.
RBX1-CUL1 inh | canonical_smiles
-14 | COc1cc(C(=O)NCCc2sc(-c3cccc(F)c3)nc2C)cc(OC)c1OC
0 | Cc1c(Cl)cccc1N(CC(=O)N1CCN(c2cccc(Cl)c2)CC1)S(C)(=O)=O
9 | CC(C)(C)OCC(O)CN1CCN(c2ccccc2F)CC1 (configuration not stated)
5 | Cc1ccccc1C(=O)N1CCC(C(=O)Nc2ccc(F)cc2F)CC1
-2 | CC(=O)NCC(=O)N(c1ccccc1)C1(C(=O)NC(c2ccccc2)c2ccccc2)CCCC1
-12 | COc1ccc(CNC(=O)Cn2c(=O)oc3cc(S(=O)(=O)N4CCC(C)CC4)ccc32)cc1
-1 | O=C(NCc1ccccc1Cl)c1cnc2sc(N3CCCCC3)nn2c1=O
1 | CC(C)c1ccc(C2C(C(=O)/C=C/c3ccccc3)C(=O)C(=O)N2CCOCCO)cc1 (configuration not stated)

(cont.)
RBX1-CUL1 inh | canonical_smiles
-1 | COc1ccc(-c2cc(C(=O)NCc3ccc(F)cc3)no2)cc1
5 | Cc1cccc(Cn2c(SCc3ccc(C(=O)NCc4ccccc4F)cc3)nc3ccncc32)c1
5 | Cc1ccc(C(=O)N2CCC(CCC(=O)NCc3cccnc3)CC2)s1
0 | Cc1ccc(NC(=S)N2CCN(C/C=C/c3ccccc3)CC2)cc1
-2 | O=C(Nc1cc(Cl)cc(Cl)c1)c1ccc(C2SCC(=O)N2CCc2ccccc2)cc1 (configuration not stated)
5 | Oc1c(C(c2ccccn2)N2CCN(c3ccccn3)CC2)ccc2cccnc12 (configuration not stated)
-2 | CSc1ccc(CCNC(=O)CCc2c(C)nc3c4cccnc4nn3c2C)cc1
-9 | Cc1nnsc1C(=O)N1CCCC(CCc2ccc(F)c(F)c2)C1 (configuration not stated)

Later entries
RBX1-CUL1 inh | canonical_smiles
-2 | Cc1ccc(NC(=O)CN2C(=O)S/C(=C/c3ccc(C(C)C)cc3)C2=O)cc1C
5 | O=C(CCNS(=O)(=O)c1ccc2c(c1)CCN2C(=O)C1CC1)N1CCN(c2cccc(C(F)(F)F)c2)CC1
-2 | OCc1ccc(CN2CCCC(CCc3c(F)cccc3F)C2)o1 (configuration not stated)
-2 | COc1cc(C2CC(=O)c3c([nH]c(C(=O)OCC4CCCCC4)c3C)C2)cc(OC)c1OC (configuration not stated)
-7 | COC(=O)c1ccc(NC(=O)CC2C(=O)N(c3ccccc3)C(=O)N2Cc2ccc(F)cc2)cc1 (configuration not stated)

Source: PubChem

This is a subset; count on the stated rates, not on these rows.
